Screening results: PubChem BioAssay, several laboratories
ABHD5-PLIN5 inh = inhibitors of human ABHD5-perilipin-5 interaction. hit rate 0.78% among 360,000. AID 602281. inhibition, % at 4 µM. Q00G26+Q8WTS1. Split G. princeps luciferase complementation, luminescence, 4 h;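 active means inhibition above the mean inhibition across every tested compound plus 3 SD, cut at about 22% in these data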;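 further: 0% = DMSO only wells and the 100% control is not disclosed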
Target sequence (Q00G26 whole entry, looked up): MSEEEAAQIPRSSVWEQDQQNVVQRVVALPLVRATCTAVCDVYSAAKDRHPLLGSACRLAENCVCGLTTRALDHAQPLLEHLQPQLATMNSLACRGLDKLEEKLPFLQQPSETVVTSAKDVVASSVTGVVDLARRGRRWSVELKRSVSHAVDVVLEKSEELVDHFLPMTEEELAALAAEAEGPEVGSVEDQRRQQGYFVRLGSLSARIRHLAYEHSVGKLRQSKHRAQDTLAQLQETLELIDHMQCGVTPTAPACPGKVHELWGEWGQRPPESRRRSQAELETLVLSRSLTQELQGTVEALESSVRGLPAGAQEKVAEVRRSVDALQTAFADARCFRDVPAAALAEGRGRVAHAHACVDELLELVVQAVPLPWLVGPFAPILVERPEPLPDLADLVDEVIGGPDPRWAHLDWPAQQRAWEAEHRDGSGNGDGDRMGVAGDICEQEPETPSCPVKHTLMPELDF
Target sequence (Q8WTS1 whole entry, looked up): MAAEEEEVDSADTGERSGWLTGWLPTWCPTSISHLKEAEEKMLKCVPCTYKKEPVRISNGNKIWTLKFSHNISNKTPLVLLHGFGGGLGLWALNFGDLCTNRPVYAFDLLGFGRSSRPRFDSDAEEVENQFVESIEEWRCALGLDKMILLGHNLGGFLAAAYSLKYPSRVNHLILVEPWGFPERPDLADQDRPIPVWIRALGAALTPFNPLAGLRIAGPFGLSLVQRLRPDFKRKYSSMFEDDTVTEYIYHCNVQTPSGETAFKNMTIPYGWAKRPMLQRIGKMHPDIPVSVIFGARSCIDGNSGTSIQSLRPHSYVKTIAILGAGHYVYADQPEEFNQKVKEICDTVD
MC4R barr agon = human MC4R agonism via beta-arrestin; P32245; U2OS MC4R beta-arrestin complementation, luminescence; percent of melanotan II response, DMSO zero; activation, % at 8.9 µM; hit rate 0.98% among 360,000;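 active means activation above a per-plate cutoff, the mean activation of sample wells on that plate plus 3 SD, cut at about 8% in these data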
NOD2 RIPK2 PPI = NOD2-RIPK2 protein interaction inhibition; O43353; CHO BLA complementation NOD2-RIPK2, CCF4 ratio; inhibition, % at 4.98 µM; hit rate 0.38% among 360,000; in the data active means inhibition above about 21%;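 further: 0% = vehicle only and 100% = reference blocker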
NCOA2 inhibitor = inhibits human steroid receptor coactivator 2 | HEK293 GAL4-SRC2 luciferase reporter, luminescence | inhibition, % at 9 µM | hit rate 0.17% among 370,000 | Q15596;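 active means inhibition above the mean inhibition of all tested compounds plus 3 SD, set per campaign, cut at about 52% in these data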;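 further: 0% = DMSO treated cells and 100% = cells given Gossypol at 36 µM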
NCOA3 inh = human NCOA3 inhibition | HEK293 GAL4-SRC3 luciferase reporter, luminescence | inhibition, % at 3.6 µM | hit rate 0.17% among 360,000;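 active means inhibition above a per-campaign cutoff, the mean of all compounds plus 3 SD, cut at about 60% in these data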;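 further: 0% = DMSO-treated cells and 100% = gossypol-treated cells at 36 µM; higher means less SRC3-driven luciferase light from the GAL4 reporter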
NCOA1 inh = human NCOA1 inhibition. hit rate 0.12% among 360,000. Q15788. inhibition, % at 3.6 µM. AID 588354. HEK293 GAL4-SRC1 luciferase reporter, luminescence;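 active means inhibition above the campaign mean plus 3 SD, with each screening campaign given its own cutoff, cut at about 60% in these data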;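 further: 0% = DMSO treated cells and 100% = gossypol at 36 µM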
NR2F2 inh = NR2F2 (human) inhibition, primary screen; HEK293T NGFI-A luciferase reporter, luminescence; hit rate 0.7% among 370,000; P24468; inhibition, % at 8.6 µM; AID 686940;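 active means inhibition above a per-plate cutoff, mean inhibition of test wells between control levels plus 3 SD, cut at about 38% in these data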;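 further: cells cotransfected with COUP-TFII expression vector driving the NGFI-A reporter; 0% = median of COUP-TF2 test wells and 100% = reporter-only cells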
MC4R antag cAMP = blocks human MC4R cAMP signaling. AID 540295. P32245. hit rate 0.48% among 360,000. MC4R-expressing cells, MTII-stimulated cAMP, LANCE TR-FRET. inhibition, % at 6.5 µM;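 active means inhibition above its plate's cutoff, the mean of tested wells on that plate plus 3 SD, cut at about 29% in these data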;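 further: 0% = Melanotan II alone and 100% = Melanotan II plus saturating MCL0020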
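Test system: U2OS cells stably expressing human melanocortin 4 receptor (MC4R); also added: Melanotan II challenge; compound: 6.5 µM single dose; timing: 30-min compound preincubation, 1-h Melanotan II challenge, 1-h detection, room temperature; signal: Eu-cAMP/anti-cAMP TR-FRET, emission 671 nm; repeats: one well per compound, no replicates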
EBV LMP1 NFkB = reduces LMP1-driven NF-kappaB luciferase signal; LMP1-induced NF-kappaB luciferase reporter cells, luminescence; inhibition, % at 12.5 µM; hit rate 0.69% among 350,000; AID 504558; in the data active means inhibition above about 41%;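 further: 0% = neutral control wells and 100% = reference inhibitor control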
NR5A2 inv ag = inverse agonists of human LRH-1 (NR5A2). O00482. HEK293T StAR-luciferase reporter, LRH-1 transfected, 24 h. hit rate 0.13% among 360,000. AID 602396. inhibition, % at 3.6 µM;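 active means inhibition above the mean inhibition of all tested compounds plus 3 SD, cut at about 73% in these data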;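 further: 0% = DMSO wells and 100% = reporter-only cells lacking LRH-1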
TLR9-MyD88 block = TLR9-MyD88 interaction inhibition | CHO BLA complementation TLR9-MyD88, CCF4 FRET ratio | inhibition, % at 4.98 µM | hit rate 0.21% among 340,000 | AID 504734;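 active means inhibition above the mean over all tested compounds plus 3 SD, cut at about 21% in these data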;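 further: 0% = DMSO only wells and 100% = clavulanate BLA inhibitor control wells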
Active calls of the source: *; x = not tested or not shown. Not all compounds are listed; rates above refer to the full screens.

SMILES	ABHD5-PLIN5 inh	MC4R barr agon	NOD2 RIPK2 PPI	NCOA2 inhibitor	NCOA3 inh	NCOA1 inh	NR2F2 inh	MC4R antag cAMP	EBV LMP1 NFkB	NR5A2 inv ag	TLR9-MyD88 block
CC1CN(C(=O)CS(=O)(=O)Cc2ccc(Cl)cc2)CC(C)O1 (stereo unspecified)	-3	-3.0	-13	-23	-22	-2	-7	3	2	-6	-9
Cc1ccc(N=c2c([N+](=O)[O-])nn(-c3ccccc3)n2O)c(C)c1	1	-0.5	5	-58	-46	-41	-45	2	-54	-5	-8
Cc1nc(NC(=O)COC(=O)C2=NNC(=O)CC2)c(Cl)cc1Cl	0	0.1	-3	-14	-4	-11	8	1	5	0	0
CCOCCCNC(=S)N1CCCC(c2nc3ccc(C)cc3[nH]2)C1 (stereo unspecified)	-2	-1.0	-8	-15	4	4	-6	-9	-1	-4	0
Cc1ccc(S(=O)(=O)N2CC3(O)CN(C(=O)OC(C)C)N(C(=O)OC(C)C)CC3(OC(=O)NCc3ccccc3F)C2)cc1 (stereo unspecified)	1	1.2	-8	5	-32	-4	-3	5	2	-5	7
S=c1[nH]nc2nnc3ccccc3n12	9	0.9	-2	-3	19	-9	27	-14	8	12	2
O=C(NC(Cc1ccccc1)C(=O)O)/C(=C/c1ccc(Cl)cc1)NC(=O)c1ccccc1 (stereo unspecified)	0	-2.3	-3	-4	13	12	12	3	4	9	1
CCCCC(=O)Nc1ncc(S(=O)(=O)c2ccc([N+](=O)[O-])cc2)s1	2	0.8	0	-7	18	1	-2	-3	10	4	-3
CCOc1cc(N2CCOCC2)c(OCC)cc1NC(=O)CN1C(=O)C2C3C=CC(C3)C2C1=O (stereo unspecified)	-2	-2.1	-2	13	17	-10	-6	7	2	-10	-7
COc1ccccc1NS(=O)(=O)c1cccc(N=C2N=C(N)c3ccccc32)c1	-5	-1.1	9	12	16	-5	1	3	-9	18	-7
CC(C)(C)c1ccc(C(=O)CS(=O)(=O)c2ccccc2)cc1	2	0.3	-3	-13	-84	-115	2	21	-30	-88	-4
COCC(=O)O[C@]1(CCN(C)CCCc2nc3ccccc3[nH]2)CCc2cc(F)ccc2[C@@H]1C(C)C	4	5.7	25*	1	-9	4	7	3	-2	-26	-10
O=C(CNCc1ccccc1)Nc1ccc(Cl)cc1	-3	-0.3	1	-44	-39	-20	-35	-2	-29	-35	9
CCC(=O)N1CCCC(C(=O)Nc2ccc3cn[nH]c3c2)CC1 (stereo unspecified)	-5	-1.1	-2	-19	-15	-40	5	-3	x	6	x
Nc1nc(SCC(=O)Nc2ccc([N+](=O)[O-])cc2)[nH]c(=O)c1NC(=O)c1ccc(Br)o1	3	-3.4	8	7	8	5	11	10	5	-7	9
CC(C)(C)c1ccc(CC(=O)N2CCC2(C)C(=O)Nc2cnc3ccccc3c2)cc1 (stereo unspecified)	-7	0.1	-12	1	4	13	41*	5	x	-30	x
O=C(CSc1ncnc2c1oc1ccccc12)Nc1ccccc1C(F)(F)F	4	-0.1	-9	8	-17	-4	-8	17	0	-9	-3
CCC(Oc1ccc(C)cc1)C(=O)Nc1ccccc1C(=O)N1CCOCC1 (stereo unspecified)	-7	2.5	-12	2	13	1	6	3	-10	10	-1
Cc1ccc(NC(=O)CN(C)C(=O)c2cc(-c3cccs3)nn2-c2ccccc2)cc1	-3	-3.9	-3	10	-31	-5	12	11	-6	10	6
CCCCSc1nc2sc3c(c2c(=O)[nH]1)CC(C)(CC)OC3 (stereo unspecified)	-5	0.3	-1	-9	4	3	13	8	30	8	-14
O=C(O)c1cccc(S(=O)(=O)N2CCC(n3nnc4cc(C(F)(F)F)ccc43)CC2)c1	-1	-0.8	-1	5	-4	14	4	9	1	18	2
Cc1nn(Cc2ccc(C(=O)N3N=C(C(F)F)CC3(O)C(F)F)cc2)c(C)c1[N+](=O)[O-] (stereo unspecified)	-1	-1.6	-4	9	-13	-9	-19	-1	-1	-4	2
CCN(CC)CCC(=O)N1c2ccccc2Sc2ccc(Cl)cc21	3	-1.0	-2	24	6	-5	23	6	-8	20	4
Cc1cccc(NC(=O)CSc2nnc(-c3ccco3)c(-c3ccco3)n2)c1	26*	-0.3	-2	0	-2	6	4	-3	0	9	9
O=C(CSc1nc(-c2ccccc2Cl)ns1)NCc1ccco1	-1	-2.0	-3	-3	-1	-18	6	7	-38	-20	-3
Fc1cccc(NC(=S)N2CCCCC2)c1	1	-0.3	-4	-21	-82	-16	1	4	-9	-14	-14
COc1ccccc1-n1cnc2c(c1=O)c1nc3ccccc3nc1n2-c1ccc(C)c(C)c1	12	5.6	-6	-19	12	14	-6	3	0	1	-2
COc1ccc(CCN(C)C(=O)CCCN2C(=O)c3cccc4cccc(c34)C2=O)cc1OC	0	-0.9	-6	-18	-21	-9	0	15	-2	-44	-3
COc1cc(C(=O)N2CCN(S(=O)(=O)c3ccc(Cl)cc3)CC2)ccc1OCC(=O)N1CCOCC1	-4	0.3	-15	25	-1	0	2	-9	1	-8	-9
Cc1ccc(C(=O)NNc2cc(=O)n(C)c(=O)n2C)cc1C	-2	-1.2	2	0	-12	-17	19	-1	-4	-1	-1
COC(=O)c1ccc(NC(=O)C2CC3CCC2C3)cc1 (stereo unspecified)	-5	0.8	2	-37	-34	-85	-7	-1	-19	-77	3
COc1cc(S(=O)(=O)N2CCCC3(CCCCC3)C2)ccc1-n1cnnn1	3	2.0	0	9	2	6	-3	1	2	0	4
CCN(CC)S(=O)(=O)c1cc(NC(=O)c2cccc(N3C(=O)CCC3=O)c2)ccc1Cl	-15	-2.0	-4	10	-5	6	-33	13	0	7	1
Cc1cc(Sc2nc(N)ncc2[N+](=O)[O-])ncn1	8	-1.7	-11	17	1	-3	-1	40*	4	8	15
COc1ccccc1CNC(=O)COc1cc2c(c3oc(=O)cc(C)c13)CCC(C)(C)O2	3	-1.2	-17	-9	-5	-1	-28	-8	-1	-1	5
Cc1ccc(NC(=O)COC(=O)Cn2cnc3ccccc32)c(C)c1	10	1.7	5	-3	2	0	-10	9	-32	-11	-3
CCN(CC)C(=O)c1n[nH]c(=O)c2ccccc12	0	0.8	-1	4	-3	6	13	9	-1	-8	1
COC(=O)c1ccc(CSc2nnc(N)s2)cc1	-2	-1.6	-2	-21	-21	-70	-22	1	-15	-3	-8
O=C(Nc1nccs1)OCc1ccccc1	-5	1.1	-2	-16	-27	-43	-16	13	x	-39	x
CCOC(=O)c1cccc(NC(=O)CSc2nnc(C)n2Cc2ccccc2)c1	-5	1.4	-4	-12	0	-3	5	12	-13	-18	-7

Some of the entries so far, with bars between the fields.
mol | ABHD5-PLIN5 inh | MC4R barr agon | NOD2 RIPK2 PPI | NCOA2 inhibitor | NCOA3 inh | NCOA1 inh | NR2F2 inh | MC4R antag cAMP | EBV LMP1 NFkB | NR5A2 inv ag | TLR9-MyD88 block
COC(=O)c1ccc(CSc2nnc(N)s2)cc1 | -2 | -1.6 | -2 | -21 | -21 | -70 | -22 | 1 | -15 | -3 | -8
COc1cc(S(=O)(=O)N2CCCC3(CCCCC3)C2)ccc1-n1cnnn1 | 3 | 2.0 | 0 | 9 | 2 | 6 | -3 | 1 | 2 | 0 | 4

The list continues:
SMILES	ABHD5-PLIN5 inh	MC4R barr agon	NOD2 RIPK2 PPI	NCOA2 inhibitor	NCOA3 inh	NCOA1 inh	NR2F2 inh	MC4R antag cAMP	EBV LMP1 NFkB	NR5A2 inv ag	TLR9-MyD88 block
CC(C(=O)Nc1ccc(Cl)cc1Cl)N1C(=O)NC2(CCCCCCC2)C1=O (stereo unspecified)	0	1.7	10	4	-44	-6	3	3	4	-14	-5
Cc1ccc(-c2cc(-c3ccccc3)nc(N/N=C/c3cccnc3)n2)cc1	5	0.8	-1	-16	-27	-15	-3	-7	-10	36	-4
COc1ccc(NC(=O)c2cc(-c3cc(C)cs3)[nH]n2)cc1OC	-6	0.0	-4	-20	20	2	-26	5	x	3	x
COc1ccc(NC(=O)C(=O)NNC(=O)c2cccs2)c(OC)c1	1	-1.4	-2	-1	11	-1	17	2	14	5	-2
CCc1nc(CNC(=O)C2CCC(=O)N(Cc3cccc(OC)c3)C2)no1 (stereo unspecified)	2	-0.3	1	4	25	-8	2	-1	7	2	6
O=C(Nc1ccc(C(=O)O)cc1)Nc1ccc([N+](=O)[O-])cc1	6	-2.0	-3	6	-61	-1	0	1	-3	-18	4
O=C(NCC1CCCO1)C(=O)c1c[nH]c2ccccc12 (stereo unspecified)	8	1.6	-8	-25	-28	-36	-26	3	-4	-62	-6
O=C(CC(C(=O)O)c1cccc(Br)c1)c1ccc(Cl)cc1 (stereo unspecified)	8	-0.3	0	14	-6	-2	6	2	-2	5	-2
O=C(Nc1ccc(F)cc1)c1ccccc1NS(=O)(=O)N1CCCC1	-4	-1.8	0	-11	2	-8	4	1	0	8	8
Cc1[nH]c2ccccc2c1-c1nc2ccccc2[nH]1	8	1.6	-6	-21	-9	-27	-15	-11	-15	-21	9
O=C(CSc1nc2c(c(=O)n1-c1ccc(Cl)cc1)SCC2)N1CCCC1	3	0.2	-6	-9	14	10	8	0	-5	17	1
Cn1c(=O)n(CCC(=O)O)c2ccccc21	3	-0.8	-4	-18	-2	-36	-10	2	-3	-3	1
CCCn1nnc(NC(=O)C(C)C)n1	4	-1.0	1	4	-5	-14	-2	11	0	7	-3
c1ccc(-c2nc(N3CCN(c4ccccc4)CC3)nc(-n3ccnc3)n2)cc1	4	-1.0	-11	-18	6	8	5	2	6	-15	-7
O=C1Nc2c(Br)cccc2C1=O	-14	-2.5	-3	7	-3	-25	-11	-4	-3	-5	-10
O=C(NC(=S)NCC1CCCO1)c1ccc(Cl)cc1 (stereo unspecified)	-3	-1.5	-2	-41	-37	-55	-25	2	-2	-72	0
CCn1cc(S(=O)(=O)c2ccc(C)cc2)[nH]c1=O	1	0.2	6	-24	12	-10	-20	-3	-1	4	-3
O=C(NCCn1cccc1)c1cccc2ccccc12	2	0.8	-7	-4	-2	0	6	7	-5	-5	3
COc1ccc(CCC(=O)Nc2sc(C(=O)N(C)C)c(C)c2C#N)cc1	-2	-2.8	2	-2	3	-10	-19	-2	-3	2	0
Cc1ccc(NC(=O)CN2C(=O)NC3(CCc4ccccc43)C2=O)cc1 (stereo unspecified)	-9	1.6	9	12	8	1	-7	4	-3	6	0
Nc1nnc(Cc2cccc(Br)c2)s1	1	-1.8	-10	11	-3	-5	-2	-8	-3	4	-7
CC(C)CCN1C(=O)c2ccc(C(=O)NCc3ccco3)cc2C1=O	-5	0.1	4	7	-20	-5	3	1	-2	10	8
COc1ccc(C)cc1Nc1nc(C)nc2sc(C)cc12	-1	-0.6	-2	-7	1	4	21	5	-7	23	1
COc1ccccc1NC(=O)Nc1ccccc1C(N)=O	0	-1.9	0	8	9	-9	-1	-1	10	5	-2
Cc1cccc(Oc2ccc(N)cc2)c1	0	0.3	-7	-15	-9	-104	13	6	-16	-11	-9
